Bioassay records as filed in PubChem BioAssay.
MBNL1 CUG block: blocks human MBNL1 binding to CUG repeat RNA. Q9NR56. Potency, µM (top dose mostly 57.5 µM), for the others: at the top dose activity change, negative = inhibition, hits mostly inhibitors. 280,000 compounds, 0.036% hits. TR-FRET MBNL1-His/biotin-(CUG)12 binding, 665/545 ratio; active = well fitted inhibition curve with a large enough effect in the signal ratio, with a control signal flat, not every such curve was filed as active; inconclusive = small, poorly fitted or top-dose-only effect, or effect the other way, or a change in a side signal; inactive = no such curve, though single readings can be large or run the other way; the % refers to the signal ratio; also: potency is read from the fitted curve at half-maximal effect; % is scaled to controls: 0 for no effect and ±100 for the full control effect
Target sequence (Q9NR56 whole entry, looked up): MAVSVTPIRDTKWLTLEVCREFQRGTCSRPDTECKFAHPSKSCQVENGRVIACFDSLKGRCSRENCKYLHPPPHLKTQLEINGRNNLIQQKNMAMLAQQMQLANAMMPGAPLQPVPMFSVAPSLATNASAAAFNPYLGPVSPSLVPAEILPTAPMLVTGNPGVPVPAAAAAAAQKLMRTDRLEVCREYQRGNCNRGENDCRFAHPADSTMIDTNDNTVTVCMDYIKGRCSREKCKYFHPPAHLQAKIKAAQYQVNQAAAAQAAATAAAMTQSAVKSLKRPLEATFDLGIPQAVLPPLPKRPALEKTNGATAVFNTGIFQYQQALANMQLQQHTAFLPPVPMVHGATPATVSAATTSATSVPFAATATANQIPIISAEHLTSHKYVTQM
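Compound titration spanned 92 nM–58 uM against the MBNL1-His/biotin-(CUG)12 complex. After 60 min at room temperature with 5 nM streptavidin-XL665 and 0.055 ng/ul terbium anti-His, ratiometric 665/545 nm emission (Ex 340 nm) normalized to controls.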
S-ASM inh: human S-ASM enzyme inhibition. placental ASM, HMU-PC fluorogenic substrate, 60 min. Potency, µM (top dose mostly 57.5 µM), inactives show top-dose activity change, negative = inhibition, most hits filed as inhibitors. 340,000 compounds, 0.006% hits. AID 504937; also: potency is read from the fitted curve at half-maximal effect
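Fluorescence read-out (Ex 386 nm, Em 447 nm) after stopping the reaction at pH 10. Enzyme: ASM from human placenta; substrate HMU-PC0, 9 uM final; 60 min, 37 °C. Compound preincubation 10 min, ambient temperature.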
a7 integrin act: activators of alpha7 integrin expression for muscular dystrophy; alpha7betagal myoblasts, beta-gal FDG fluorescence, 48 h; Potency, µM (highest dose often 38.3 µM), inactives show at the top dose activation, most hits filed as activators; 350,000 compounds, 0.064% hits; AID 624291;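 also: potency is read from the fitted curve at half-maximal effect; 100% = response of the positive control SU9516; nearly all actives have a fitted effect of over 60% in size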
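Alpha7betagal+/- myoblasts (passage 13) were plated 16-24 hr, then exposed to compounds (1:260 dilution of DMSO stock) for 48 hours at 37C. After MPER lysis, β-galactosidase reporter activity was read as FDG fluorescence (ex 480/em 540) after 30 minutes.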
CXXC DNA block: blocks binding of human MLL CXXC domain to DNA | Q03164 | MLL-CXXC / FITC-HOXA9 DNA fluorescence polarization | Potency, µM (top dose mostly 115 µM), without a hit: at the highest dose activity change, negative = inhibition, usual class: inhibitors | 290,000 compounds, 0.037% hits; active = well fitted inhibition curve with a large enough effect in the polarisation, with a control signal flat, not every such curve was filed as active; inconclusive = small, poorly fitted or top-dose-only effect, or effect the other way, or a change in a side signal; inactive = no such curve, though single readings can be large or run the other way; the % refers to the polarisation; also: potency is read from the fitted curve at half-maximal effect
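Purified MLL-CXXC (added from a 7 uM solution) was preincubated 5 min at ambient with pinned compounds in 50 mM Tris-HCl pH 7.5, 50 mM NaCl, 1 mM DTT, 0.05% BSA. Fluorescein-labeled HOX-A9 DNA (50 nM solution) followed, 30 min, then polarization read.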
Coupling enz: coupling enzyme interference in Giardia aldolase counter-screen. coupling enzyme system counterscreen, AmpLite Red fluorescence. activity change, negative = inhibition, % at 58.2 µM, hits read low. 290,000 compounds, 0.67% hits. AID 2472; in the data active = activity change below about -30%; also: % is scaled to controls: 0 for no effect and ±100 for the full control effect
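Compounds tested against the coupling enzymes alone at 57.5 uM final; readout was AmpLite Red fluorescence (525/598 nm) after 20 min at RT.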
TRPV1 agonist: agonists of human vanilloid receptor 1 (TRPV1); Q8NER1; TRPV1-expressing cells, Fluo-8 calcium influx, agonist mode; activation, % at 8.33 µM; 320,000 compounds, 0.19% hits; in the data active = activation above about 80%; inconclusive = between about 30% and that limit; also: 0% is about no effect
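Cells expressing TRPV1 were dye-loaded with Fluo-8 and read kinetically: 10 s baseline, 3 min after compound (agonist portion), then 2 min after EC20 capsaicin (allosteric enhancer portion). Calcium-bound dye fluorescence at 480/520 nm.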
KCNH2 3.1 inh: inhibitors of human KCNH2 3.1 potassium channel isoform | U2OS KCNH2 3.1, thallium flux FluxOr; hits give low values | activity change, % (tested at about 1.8 µM) | AID 720553 | 340,000 compounds, 0.95% hits;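 active = maximum activity change below -70%; inconclusive = maximum activity change from -70% to -50%; inactive = maximum activity change above -50%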;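 also: thallium influx rate constant from kinetic fluorescence after stimulation buffer; % is scaled to controls: 0 for no effect and ±100 for the full control effect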
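Normalized rate constant (relative to positive and negative DMSO controls) derived from a 2 min kinetic fluorescence read after stimulation; U2OS cells expressing the 3.1 isoform via virus at 1.77 x 10^8 /mL.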
hERG WT inh: KCNH2 (human, wildtype) channel inhibition. U2OS, BacMam KCNH2, thallium flux FluxOr; hits give low values. 340,000 compounds, 0.37% hits. activity change, % at 1.84 µM;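 active = maximum activity change below -70%; inconclusive = maximum activity change between -70% and -50%; inactive = maximum activity change above -50%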; also: % is scaled to controls: 0 for no effect and ±100 for the full control effect
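U2OS cells transduced with wild-type KCNH2 virus are loaded with FluxOr dye for 45 min, and thallium flux is measured in kinetic reads before and after stimulation buffer. Rate constants are normalized to DMSO controls.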
A-T KAP1 phos: potential ataxia-telangiectasia treatment; Potency, µM (titrated, usually from 57.5 µM), for the others: at the top dose activation, actives largely listed as activators; AID 485349; 320,000 compounds, 0.19% hits; […] A-T fibroblasts, KAP-1 phosphorylation AlphaLISA; neocarzinostatin DNA damage 30 min before lysis; also: potency is read from the fitted curve at half-maximal effect; % of control where 0% means no effect; nearly all actives have a fitted effect of over 45% in size
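hTERT-immortalized A-T patient fibroblasts ([…]), 500 cells/well in OPTI-MEM, 1% FBS, got compounds for 60 min, then NCS for 30 min at 37C. Lysates were then assayed for phospho-KAP-1 by AlphaLISA (anti-pKAP1 donor, anti-KAP1 acceptor beads), 6 hr at 25C.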
GALK inhibitor: galactokinase (human) inhibition; AID 1868; P51570; Purified GALK, Kinase-Glo residual ATP luminescence; Potency, µM (series often up to 57.5 µM), inactives show top-dose activity change, negative = inhibition, usual class: inhibitors; 270,000 compounds, 0.007% hits; also: potency is read from the fitted curve at half-maximal effect; % is scaled to controls: 0 for no effect and ±100 for the full control effect
Target sequence (P51570 whole entry, looked up): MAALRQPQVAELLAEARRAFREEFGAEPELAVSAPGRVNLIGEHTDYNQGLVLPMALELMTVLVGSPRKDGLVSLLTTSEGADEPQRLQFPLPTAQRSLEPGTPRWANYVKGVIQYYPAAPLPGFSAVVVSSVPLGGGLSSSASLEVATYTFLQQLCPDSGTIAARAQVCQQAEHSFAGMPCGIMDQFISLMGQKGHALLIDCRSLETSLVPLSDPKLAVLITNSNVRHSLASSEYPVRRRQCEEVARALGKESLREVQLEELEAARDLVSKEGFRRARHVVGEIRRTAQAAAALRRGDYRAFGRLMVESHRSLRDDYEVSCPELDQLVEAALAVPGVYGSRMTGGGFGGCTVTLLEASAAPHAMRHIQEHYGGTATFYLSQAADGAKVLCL
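The enzyme phosphorylates galactose (100 uM) using ATP (35 uM); inhibition is detected as higher residual ATP, quantified by bioluminescence after 1 h reaction at room temperature, pH 8.0.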
The depositor's hits bear a star; ? = inconclusive; . = not tested or not shown; [ ] = remark or other dose. Unless noted, calls follow the shape of the dose curve; as a rule, active = well fitted curve in the direction sought with a large enough effect; inconclusive = small, poorly fitted or top-dose-only effect, or another doubt; inactive = no such curve, though single readings can be large; an effect the other way counts as inactive or inconclusive.

SMILES	MBNL1 CUG block	S-ASM inh	a7 integrin act	CXXC DNA block	Coupling enz	TRPV1 agonist	KCNH2 3.1 inh	hERG WT inh	A-T KAP1 phos	GALK inhibitor
COc1ccccc1/C=C/C=N/NC(=O)c1cccs1	?	3%	-18%	-12%	0	-5	10	-3	-3%	-2%
COc1cc(C)ccc1OCCOCCN(C)Cc1ccccc1	-1%	3%	-15%	-2%	2	1	7	7	-3%	0%
CC(C)(C)c1ccc(C(=O)N2CCN(S(=O)(=O)c3ccc(Br)s3)CC2)cc1	.	0%	-3%	.	.	?	-5	5	2%	.
COc1ccc(O)c(C(=O)c2cnn(-c3ccccc3)c2)c1	1%	-4%	0%	-2%	-4	-2	12	2	4%	-2%
O=C(CNC(=O)c1ccncc1)N/N=C/c1ccc(Br)cc1	13%	4%	4%	2%	-2	0	-109*	11	5%	-1%
OCCCn1c(-c2ccccc2)nc(=S)c2c1CCCC2	2%	0%	0%	-5%	1	1	17	-4	17%	-2%
COc1cc(C2SCC(=O)N2c2nnc(C34CC5CC(CC(C5)C3)C4)s2)cc(OC)c1OC (configuration not stated)	-3%	-12%	?	13%	1	0	-24	-4	5%	-1%
O=C(CCNS(=O)(=O)c1ccccc1C(F)(F)F)N1CCN(S(=O)(=O)c2cccc(F)c2)CC1	.	0%	-2%	.	.	-2	5	-12	4%	.
COC(=O)C1=C(C)NC2=C(C(=O)c3ccccc32)C1c1cccc(OC)c1 (configuration not stated)	25%	-12%	21%	5%	0	4	-4	0	-5%	6%
O=C1C2C3c4ccccc4C(c4ccccc43)[C@@H]2C(=O)N1c1nc(-c2ccccc2)cs1 (some centres not stated)	-13%	2%	-5%	-5%	0	4	5	-10	.	2%
Cc1cc[n+](-c2nc3ccccc3nc2[N-]S(=O)(=O)c2cccs2)cc1C	?	0%	3%	-5%	-1	-1	4	13	.	0%
CC(=O)N1CCc2c(sc(NC(=O)C3CCN(S(=O)(=O)c4cccs4)CC3)c2C(N)=O)C1	.	29%	14%	.	.	3	3	-6	5%	.
COc1ccc(N2CCN(C(=O)c3ccc(NS(=O)(=O)c4cccc(F)c4)cc3)CC2)cc1	10%	-10%	-28%	-6%	-1	1	0	8	-13%	-1%
Cn1c(=O)[nH]c(=O)c2c1nc(NCc1ccco1)n2Cc1ccccc1Cl	10%	4%	27%	7%	3	2	-3	-1	2%	0%
Clc1ccc(-c2nc3cnccn3c2Nc2ccc3c(c2)OCO3)cc1	3%	-18%	6%	5%	1	1	-11	14	-13%	0%
OC(CNCc1cccc(Br)c1)c1ccccc1 (configuration not stated)	-5%	-1%	-13%	0%	0	1	-3	4	1%	5%
c1ccc2c(c1)COC(CNC1CCCCC1)OC2	-9%	2%	?	6%	-1	1	39	.	0%	11%
CC1(C)Cc2nc(-c3ccccc3)nc(NNC(=O)c3ccco3)c2CO1	2%	0%	-9%	-20%	2	-3	-3	1	37%	-4%
O=C(O)c1ccccc1C(c1ccccc1)c1ccccc1O (configuration not stated)	.	1%	14%	.	.	.	-5	-1	.	.
CCCCN(C)S(=O)(=O)c1cc2c(cc1Br)CCN2C(=O)C1CC1	.	-6%	-46%	.	.	.	-3	7	.	.
COc1ccc2cc(/C=N/NC(=O)c3ccc(CN(c4cccc(Cl)c4Cl)S(C)(=O)=O)cc3)c(Cl)nc2c1	.	72%[activator]	-19%	46%[activator]	0	-2	-9	6	-6%	.
CCCCCCC1CC(CSc2ncn[nH]2)OC1=O (configuration not stated)	-4%	3%	-16%	-3%	8	?	-7	-5	-1%	0%
COc1ccc(/C=C/C(=O)OCC(=O)NC2CCCC2)cc1	.	-3%	29%	.	.	6	-4	-5	-6%	.
COc1ccc(CCNC(=O)c2ccc(SC)cc2OC)cc1	-7%	-1%	16%	1%	4	1	-17	-1	3%	-1%
CC1CN(C(=O)c2ccc(C(=O)c3ccccc3)cc2)CC(C)O1 (configuration not stated)	6%	0%	-5%	5%	0	-2	-9	-7	1%	14%
Cc1cccc(NC(=S)N2CCN(S(C)(=O)=O)CC2)c1	0%	2%	?	-3%	1	2	-25	-2	11%	2%
CCOCCn1c(=NC(=O)c2cc(Cl)sc2Cl)sc2cc(S(N)(=O)=O)ccc21	19%	.	.	15%	1	1	.	.	3%	0%
Nc1cc(=O)[nH]c(SCC(=O)N2CCCCC2)n1	-12%	2%	15%	9%	2	1	5	-1	-4%	0%
Cc1ccnc(N2CCC(C(=O)NNC(=O)COc3cccc4ccccc34)CC2)n1	.	2%	20%	16%	0	-9	.	1	4%	0%
CC(C)(C)OC(=O)C[C@H]1C/C=C\C[C@@H](CC(=O)N(CCO)Cc2ccccc2)C(=O)NCCOC1=O	.	3%	-34%	.	.	.	9	1	5%	.
COc1ccc(CC(=O)N2N=C(C)CC2(O)c2cccnc2)cc1OC (configuration not stated)	-8%	4%	17%	13%	1	8	13	1	-3%	.
Cc1ccc2c(C)c(C)c(=O)n(C)c2c1	.	-3%	26%	.	.	.	-25	-7	.	.
CN(C)c1nc(N)c(C(=O)N=C(N)N)nc1Cl	?	92%[activator]	.	-13%	.	.	20	5	.	.
Nc1nc(Br)c2ccccc2c1-c1ccccc1	41%[activator]	293%[activator]	0%	19%	0	2	-15	-9	5%	3%
Cc1nc2c(sc3nc4c(cc32)COC(C)(C)C4)c(=O)n1CC(=O)NCc1ccco1	83%[activator]	-2%	-36%[7.66 µM]	-6%	-2	-1	-5	1	2%	-4%
CCCC(C)NC1=NCCCCC1 (configuration not stated)	-9%	2%	3%	10%	.	0	3	-7	1%	-3%
Cc1ccccc1OCC(=O)OCC(=O)NC1CCCCCC1	.	0%	-20%	.	.	?	15	-4	9%	.
CC(N=C1NS(=O)(=O)c2ccccc21)c1ccccc1 (configuration not stated)	7%	1%	8%	3%	-3	0	0	4	-7%	6%
O=C(c1cnn2c(C(F)(F)F)cc(-c3ccc(F)cc3)nc12)N1CCc2ccccc2C1	3%	4%	0%	-1%	-2	16	-6	1	0%	-2%
Cc1ccccc1Cn1c(=O)n(CC2CCC(C(=O)NCCc3ccccc3)CC2)c(=O)c2ccccc21 (configuration not stated)	-6%	0%	26%	-2%	3	-2	-4	8	-5%	-2%
CC(C)(C)n1nc2c(c1NC(=O)c1ccccc1C(F)(F)F)CS(=O)(=O)C2	6%	0%	1%	1%	.	-3	11	-3	23%	-4%
Cn1c2c(c(=O)n(C)c1=O)C1(C(=O)Nc3ccccc31)C(C#N)=C(N)O2 (configuration not stated)	9%	3%	-47%[inhibitor]	-6%	-54*	.	2	-3	13%	-1%
Cc1ccc(-n2c(O)c(C=NC3CCS(=O)(=O)C3)c3ccccc3c2=O)cc1C (configuration not stated)	?	-1%	-15%	-6%	-1	2	-7	1	0%	4%
CCOc1ccc(S(=O)(=O)N/N=C(\C)c2ccc(OC)cc2OC)cc1	.	-4%	7%	-5%	-2	14	-1	4	-3%	1%
CCOc1ccc(N2C(=O)S/C(=C\c3cc(OC)c(OC)c(OC)c3)C2=O)cc1	-1%	4%	-23%	3%	2	3	1	-5	4%	12%

Single records, from the list above. Values in the order: MBNL1 CUG block | S-ASM inh | a7 integrin act | CXXC DNA block | Coupling enz | TRPV1 agonist | KCNH2 3.1 inh | hERG WT inh | A-T KAP1 phos | GALK inhibitor
Entry for Cn1c2c(c(=O)n(C)c1=O)C1(C(=O)Nc3ccccc31)C(C#N)=C(N)O2 (configuration not stated) = 9% | 3% | -47%[inhibitor] | -6% | -54* | . | 2 | -3 | 13% | -1%
Entry for Cc1ccccc1Cn1c(=O)n(CC2CCC(C(=O)NCCc3ccccc3)CC2)c(=O)c2ccccc21 (configuration not stated) = -6% | 0% | 26% | -2% | 3 | -2 | -4 | 8 | -5% | -2%
Entry for CCOc1ccc(N2C(=O)S/C(=C\c3cc(OC)c(OC)c(OC)c3)C2=O)cc1 = -1% | 4% | -23% | 3% | 2 | 3 | 1 | -5 | 4% | 12%
Entry for CC(C)(C)n1nc2c(c1NC(=O)c1ccccc1C(F)(F)F)CS(=O)(=O)C2 = 6% | 0% | 1% | 1% | . | -3 | 11 | -3 | 23% | -4%
Entry for Cc1ccccc1OCC(=O)OCC(=O)NC1CCCCCC1 = . | 0% | -20% | . | . | ? | 15 | -4 | 9% | .
